High-throughput results as filed in PubChem BioAssay.
GLD-1 TGE inh = GLD-1-TGE RNA interaction inhibition (C. elegans) | inhibition, % at 5.96 µM | Q17339 | purified GLD-1 + fluorescein TGE RNA, fluorescence polarization | AID 2280 | 320,000 tested, 0.44% active;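 active = percent inhibition above a per-plate cutoff, the plate mean of test compounds plus 3 SD, cut at about 30% in these data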;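 also: 0% = DMSO wells with GLD-1 and probe and 100% = wells lacking GLD-1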
MEX-5 binding = C. elegans MEX-5 TCR-2 RNA binding activity. Q9XUB2. MEX-5/FITC-TCR2 RNA binding, fluorescence polarization; active compounds read low. activity score (negative = inhibition of binding), % at 10 µM. 300,000 tested, 0.38% active;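 active = inhibition past about -25% in most replicates, and total fluorescence under double the plate's negative control median, limit read from the data; inconclusive = replicates evenly split on the limit, or fluorescence at least double controls; inactive = too little inhibition in most replicates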;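 also: 0% = DMSO and -100% = 5 µM competing unlabeled TCR2 RNA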
GRK2 inh = inhibitors of human GRK2 displacing RNA aptamer; bead flow cytometry, FAM-aptamer displacement from GRK2; 330,000 tested, 0.59% active; inhibition of aptamer binding, % at 10 µM;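 active = inhibition of aptamer binding above 40%, roughly 3 SD of noise, on plates passing a quality check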;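 also: median bead fluorescence of bound FAM aptamer so fluorescent compounds give negative values; no value below 0 was filed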
Target sequence (P25098 whole entry, looked up): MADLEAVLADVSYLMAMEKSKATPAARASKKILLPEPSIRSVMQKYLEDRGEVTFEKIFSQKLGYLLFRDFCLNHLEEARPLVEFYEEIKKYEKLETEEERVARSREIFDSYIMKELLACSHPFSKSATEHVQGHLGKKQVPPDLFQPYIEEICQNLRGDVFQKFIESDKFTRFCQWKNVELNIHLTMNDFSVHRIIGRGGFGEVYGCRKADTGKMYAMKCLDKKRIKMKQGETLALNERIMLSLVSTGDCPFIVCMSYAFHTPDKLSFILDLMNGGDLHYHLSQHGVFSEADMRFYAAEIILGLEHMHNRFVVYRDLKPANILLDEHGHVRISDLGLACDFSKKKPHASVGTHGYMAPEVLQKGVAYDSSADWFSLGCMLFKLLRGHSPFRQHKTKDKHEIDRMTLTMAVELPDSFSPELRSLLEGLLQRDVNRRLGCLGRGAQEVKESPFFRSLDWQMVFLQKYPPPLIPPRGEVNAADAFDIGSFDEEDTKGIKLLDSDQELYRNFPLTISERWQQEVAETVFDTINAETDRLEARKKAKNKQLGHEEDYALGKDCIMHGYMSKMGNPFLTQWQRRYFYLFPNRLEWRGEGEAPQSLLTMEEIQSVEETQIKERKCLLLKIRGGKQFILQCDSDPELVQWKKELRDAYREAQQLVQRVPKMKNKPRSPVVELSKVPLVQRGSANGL
Efflux pump mplx = inhibitors of Candida antifungal efflux pumps expressed in yeast; inhibition, % at 10 µM; 330,000 tested, 0.44% active; AID 485275; S. cerevisiae Candida pump triplex, Nile Red efflux;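 active = plate passing quality check with inhibition over a set limit, or well fluorescence over plate mean plus 4 SD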;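 also: Nile Red retained in pooled yeast measured as flow cytometry median fluorescence; 0% = buffer negative control and 100% = Enniatin B positive control; higher means more Nile Red kept so more efflux inhibition; some compounds called inactive have numbers as strong as hits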
MCL1 BIM primary = inhibitors of human MCL1 binding to BIM-BH3 peptide | GST-MCL1 / FITC-Bim-BH3 fluorescence polarization | 320,000 tested, 0.68% active | inhibition, % at 10.9 µM;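 active = inhibition above the mean inhibition of all tested compounds plus 3 SD, set per campaign, cut at about 40% in these data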;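 also: 0% = DMSO wells and 100% = unlabeled Bim-BH3 peptide control; higher means more loss of mP so more displacement of Bim peptide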
BCLXL inh = Bcl-xL (human) inhibition | Q07817 | GST-Bcl-xL / FITC-Bim BH3 peptide fluorescence polarization | inhibition, % at 10.9 µM | 320,000 tested, 0.7% active | AID 2129;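 active = inhibition above the mean of all tested compounds plus 3 SD, cutoff set per campaign, cut at about 30% in these data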;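 also: 0% = DMSO wells and 100% = unlabeled Bim-BH3 peptide competitor; inhibitors lower millipolarization by displacing the labeled peptide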
Target sequence (Q07817 whole entry, looked up): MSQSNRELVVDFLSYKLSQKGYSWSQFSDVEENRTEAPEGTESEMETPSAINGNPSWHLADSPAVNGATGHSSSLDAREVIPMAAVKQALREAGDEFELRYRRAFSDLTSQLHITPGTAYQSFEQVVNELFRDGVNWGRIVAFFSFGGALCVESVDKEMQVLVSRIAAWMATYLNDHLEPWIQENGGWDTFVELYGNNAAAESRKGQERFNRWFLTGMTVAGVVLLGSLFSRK
VLA-4 inh = inhibition in a human VLA-4 binding assay; 330,000 tested, 0.2% active; VLA-4 expressing cells, ligand binding flow cytometry; P13612; inhibition, % (about 7 µM as worked out from the volumes in the protocol); in the data active = inhibition above about 50%
PME-1 primary = PME-1 (human) inhibition | Q9Y570 | recombinant PME-1, FP-Rh probe fluorescence polarization | inhibition, % at 5.9 µM | 320,000 tested, 0.53% active;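 active = inhibition above the campaign mean of all compounds plus 3 SD, cut at about 26% in these data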;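 also: competitive labeling of PME-1 active site by serine hydrolase directed probe; 0% = PME-1 with DMSO and 100% = wells lacking PME-1 enzyme; inhibitors block probe labeling so polarization falls and inhibition rises; many of its hits are not listed in these tables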
Fam108B inh = counter-screen for RBBP9 inhibitors: inhibitors of mouse Fam108B. 300,000 tested, 0.33% active. AID 1947. recombinant Fam108B, FP-Rh probe fluorescence polarization. inhibition, % at 9.51 µM;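 active = inhibition above the screen mean inhibition plus 3 SD, computed separately per campaign, cut at about 18% in these data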;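 also: inhibitors lower polarization as less probe binds the enzyme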
Active calls of the source: *; ? = inconclusive; · = not tested or not shown.

SMILES	GLD-1 TGE inh	MEX-5 binding	GRK2 inh	Efflux pump mplx	MCL1 BIM primary	BCLXL inh	VLA-4 inh	PME-1 primary	Fam108B inh
COc1ccc(S(=O)(=O)N2CCOC2CNC(=O)C(=O)NCC(C)C)cc1OC (stereo not given)	11	2.6	0	-0.1	-3	-1	-17	2	-4
Nc1ncnc2c1C1(CCCCC1)Cc1ccccc1-2	-3	1.2	5	0.1	4	5	-10	-2	-1
COc1cc(C(=O)NCc2ccncc2)cc(Br)c1OCc1ccccc1	-2	-0.7	0	-0.1	3	3	-4	-6	-1
CCCN1CCN(c2ccc([N+](=O)[O-])cc2C#N)CC1	3	0.3	2	0.0	8	4	3	-2	-4
Cc1ccccc1OCCOC(=O)c1c(-c2ccccc2)noc1C	8	-0.8	0	-0.1	-6	-2	-5	-10	5
O=C(/C=C/c1ccccc1)NCCSCc1ccccc1	3	3.5	1	0.1	3	2	15	-4	2
COc1ccc(NC(=S)NCC2CCCO2)c(C)c1 (stereo not given)	5	-0.8	0	-0.6	9	5	23	5	1
CC1=C(CC/C(C)=N/NC(N)=S)C(C)(C)CCC1	5	1.2	2	0.1	1	-1	7	4	-4
Cn1c(/C=N/n2cnnc2)nc2ccccc21	7	1.7	0	0.0	11	6	-4	-8	0
O=C1C(=O)N(CCN2CCOCC2)C(c2ccncc2)/C1=C(/O)c1ccc2c(c1)OCO2 (stereo not given)	-2	-2.4	4	0.1	3	2	0	-5	-3
COC(=O)/C=C1/S/C(=N/N=C/c2ccc(N(C)C)cc2)NC1=O	1	-1.0	1	-0.2	4	5	1	-3	3
CC(NC(=S)NC(=O)c1ccccc1Br)c1ccccc1 (stereo not given)	-5	-0.3	0	0.2	18	9	2	3	-4
COc1ccc(NC(=O)c2cc(-c3ccccc3)oc2C)cc1	6	1.8	0	0.1	10	8	15	1	3
CN(CC(=O)Nc1cccc(F)c1)C(=O)c1ccc2c(c1)OCCO2	2	-4.2	0	0.0	-25	-16	11	3	4
COc1ccccc1Nc1nc2nonc2[nH]c1=O	-2	-2.3	22	0.0	4	2	1	-10	-3
COc1ccc(C(=O)N/N=C(\N)c2cc3ccccc3oc2=O)cc1	14	-0.3	0	-0.1	0	0	9	10	-4
N/C(=N\OC(=O)COc1ccc(Cl)cc1Br)c1cccnc1	-3	2.5	1	0.0	-4	4	13	-4	-1
CC(=O)c1cccc(NC(=O)CN2CCc3cc4c(cc3C2C)OCCCO4)c1 (stereo not given)	-9	0.4	0	-0.1	2	2	21	2	-1
Cn1c(CC(=O)Nc2ccccc2F)nnc1SCC(=O)Nc1nccs1	-1	-0.7	4	-0.2	5	-2	0	11	5
C/C(=N\N1CCN(c2ccc(Cl)cc2)CC1)c1cccs1	6	0.1	1	0.9	3	-1	17	1	1

Part of the list above, with values under each structure.
Below each compound – GLD-1 TGE inh | MEX-5 binding | GRK2 inh | Efflux pump mplx | MCL1 BIM primary | BCLXL inh | VLA-4 inh | PME-1 primary | Fam108B inh
- Cn1c(/C=N/n2cnnc2)nc2ccccc21
    7 | 1.7 | 0 | 0.0 | 11 | 6 | -4 | -8 | 0
- CC(=O)c1cccc(NC(=O)CN2CCc3cc4c(cc3C2C)OCCCO4)c1 (stereo not given)
    -9 | 0.4 | 0 | -0.1 | 2 | 2 | 21 | 2 | -1
- CC(NC(=S)NC(=O)c1ccccc1Br)c1ccccc1 (stereo not given)
    -5 | -0.3 | 0 | 0.2 | 18 | 9 | 2 | 3 | -4
- C/C(=N\N1CCN(c2ccc(Cl)cc2)CC1)c1cccs1
    6 | 0.1 | 1 | 0.9 | 3 | -1 | 17 | 1 | 1
- Cn1c(CC(=O)Nc2ccccc2F)nnc1SCC(=O)Nc1nccs1
    -1 | -0.7 | 4 | -0.2 | 5 | -2 | 0 | 11 | 5

Carrying on:
SMILES	GLD-1 TGE inh	MEX-5 binding	GRK2 inh	Efflux pump mplx	MCL1 BIM primary	BCLXL inh	VLA-4 inh	PME-1 primary	Fam108B inh
CCCCOc1ccc(/C=C/C(=O)OCC(=O)NC(=O)NCC(C)C)cc1OCC	-4	4.3	0	-0.1	-6	1	-14	-4	-1
Cc1nc([N+](=O)[O-])cn1CC(=O)Nc1ccc2c(c1)OCO2	8	2.0	0	-0.1	6	8	0	-1	8
COCCN1C2=C(COC(C)(C)C2)C(=S)NC1c1ccccc1 (stereo not given)	2	3.2	0	-0.1	4	-1	38	-1	0
O=S(=O)(N[C@H]1C[C@@H](NS(=O)(=O)OCC(Cl)(Cl)Cl)C2CCCCC21)OCC(Cl)(Cl)Cl (stereo not given in full)	8	3.5	0	0.0	5	4	39	8	-15
CN(CC(=O)Nc1ccc(F)cc1)CC(=O)Nc1ccc(Cl)c(S(=O)(=O)N2CCOCC2)c1	3	-0.7	1	0.0	-3	2	-3	5	1
Cn1ccnc1C(O)c1ccccc1 (stereo not given)	-3	2.4	0	-0.1	-3	4	1	0	-1
O=c1oc2ccc(Br)cc2cc1-c1nc2ccccc2o1	1	1.8	0	0.3	2	-1	-7	-2	1
CCOC(=O)C1CCCN(C(=O)C(=O)Nc2ccc3nc4n(c(=O)c3c2)CCCCC4)C1 (stereo not given)	4	2.6	1	0.3	1	3	-4	1	1
COc1cc(C2CC(=O)Oc3c(C(CCN4CCCC(C)C4)c4ccc(N(C)C)cc4)c(OC)cc(OC)c32)cc(OC)c1OC (stereo not given)	6	2.3	·	·	-6	-1	·	-1	-4
S=C(NCCc1cccc(Cl)c1)NC1CCCCC1	·	1.1	3	0.0	·	·	11	·	·
CCc1ccc(CNc2ccc3c(c2)ncn3CC)cc1	5	0.5	11	0.0	5	4	2	2	0
CCOC(=O)N1CCN(c2nc3c(C)cccn3c(=O)c2C=O)CC1	3	-3.8	0	0.0	0	6	-5	0	4
COC(=O)c1ccc2c(=O)n(-c3ccccc3)c(=S)[nH]c2c1	4	1.3	0	-0.1	6	11	-2	-1	-5
CC(C)C(=O)N1CCC(c2nc(-c3ccc(S(=O)(=O)N4CCCC4)cc3)no2)CC1	-6	-0.7	2	0.0	5	-2	0	-4	-1
O=C(NCCc1ccccc1)C1CCCN1S(=O)(=O)c1ccccc1 (stereo not given)	-4	0.6	4	-0.2	0	7	4	2	-2
O=C(CSc1nnc(NC(=O)C2CC(=O)N(c3ccc(F)cc3)C2)s1)NC1CCCC1 (stereo not given)	-3	0.2	2	0.1	5	8	2	7	-1
CCC(C)n1c(=N)c(C#N)cc2c(=O)n3ccccc3nc21 (stereo not given)	3	?	0	-0.1	5	3	-2	1	2
CCN(CC)c1ccc(NC(=O)COc2ccc(N(C)S(=O)(=O)c3cccs3)cc2)cc1	-5	1.0	1	0.0	3	0	14	8	2
CC(=O)c1cc(-c2ccccc2)n(CC(=O)N2CCN(C3CCCC3)CC2)c1C	15	-17	0	0.0	55*	45*	-4	-4	3
CC(C)=CCC(C)(C)CNC(=O)NC1CCCCC1	5	-1.3	6	0.0	12	4	12	-6	-2
N#Cc1ccccc1Sc1ccccc1C(=O)OCC(=O)N1CCN(C(=O)c2ccco2)CC1	-4	1.0	2	0.2	1	3	-6	8	-3
Cc1sc2ncnc(SCC(=O)NC(=O)c3cccn3C)c2c1C	1	-2.6	0	-0.1	5	6	4	-40	-34
COCCCNC(=O)CCc1c(C)nc2c(c(C)nn2-c2ccc(C)cc2)c1C	·	0.5	4	0.2	·	·	7	·	·
CN1CCC(N(C)C(=O)c2ccccc2F)CC1	-1	0.0	0	0.2	-10	5	1	-4	0
CCCCCn1c(=O)c(Cc2ccccc2)c(O)c2ccccc21	-1	-0.9	0	0.0	5	3	-3	6	0
O=C1c2cc([N+](=O)[O-])ccc2-c2ncccc21	7	0.9	5	-0.1	3	3	12	1	2
CCS(=O)(=O)c1cc([N+](=O)[O-])c(Sc2ccccc2N)s1	13	-1.3	2	0.0	8	16	-1	0	5
c1ccc2c(-c3nn4nnnc4c4ccccc34)cccc2c1	6	3.1	1	0.1	8	3	4	0	3
CCOc1ccc(/C=C2/C(=N)N3OC(C)=CC3=NC2=O)cc1OC	11	1.3	1	0.1	0	2	-2	-5	5
O=C1OCCC1Sc1nnc(-c2ccc(Br)cc2)o1 (stereo not given)	-11	-1.2	0	0.0	0	-3	18	-1	0
CC(C)Oc1cccc(C(=O)Nc2ccc(NC(=O)c3ccco3)cc2)c1	-3	2.1	2	0.0	-7	7	9	-10	-9
COCc1cc(C)nc(OCC(=O)N/N=C/c2ccc(-c3cc([N+](=O)[O-])ccc3C)o2)c1C#N	-4	-0.5	15	0.1	0	2	1	10	1
Cc1ccc(C2CC(c3cccs3)=NN2C(=O)CSc2nc(=O)n3ccc(C)cc3n2)cc1 (stereo not given)	-15	4.3	·	0.0	6	3	0	-21	-7
O=C1C(=O)N(c2ccccn2)C(c2cccc(F)c2)/C1=C(/O)c1ccccc1 (stereo not given)	-9	-1.0	1	0.2	3	6	17	1	-2
COCCCNC(=S)NC(=O)c1ccc([N+](=O)[O-])cc1	1	-0.9	4	0.0	20	11	-3	-1	-2
O=C(/C=C/c1ccc(F)cc1)Nc1cccc(S(=O)(=O)Nc2cccc(C(F)(F)F)c2)c1	3	0.7	0	-0.2	4	6	22	-40	-30
CCOC(=O)c1[nH]cnc1C(=O)Nc1ccc(F)cc1	1	-0.4	0	0.2	7	3	-4	-3	-7
O=C(CCSc1ccc(Br)cc1)Nc1cccnc1	3	-7.1	0	0.0	7	3	9	-6	3
Cc1ccc(CNC(=O)COC(=O)c2ccc(S(=O)(=O)N3CCCC3)cc2)cc1	-1	-1.7	0	0.0	-2	1	2	-7	-2
C/C(=N/Nc1nc(-c2ccccc2)cc(-c2ccc(F)cc2)n1)c1cccc(N)c1	6	5.1	1	-0.1	7	-1	3	3	5
O=C(C#Cc1ccccc1)c1cccc([N+](=O)[O-])c1	12	3.3	1	-0.1	13	1	24	-11	-3
CC(C)(C)n1ncc2c(=O)n(CC(=O)Nc3ccccc3)cnc21	-5	0.8	0	0.1	1	3	6	1	-3
C/C(N)=C(/C#N)C(=O)CSc1ccccc1F	-4	1.1	1	-0.1	5	5	0	4	-1
Cc1nc(Cl)c(C(=O)NCCC(C)C)c(C)c1[N+](=O)[O-]	0	0.8	3	0.0	-5	2	5	-1	-4
O=C1C2CCCCC2C(=O)N1c1ccc(S(=O)(=O)Nc2ncccn2)cc1 (stereo not given)	5	-0.2	2	-2.8	16	8	3	4	2
O=C(COC(=O)c1nc(Cl)ccc1Cl)NC1CCS(=O)(=O)C1 (stereo not given)	1	0.3	1	0.0	4	3	16	1	-2
Cc1ccc(Cn2ccc(NC(=O)c3cc(-c4ccc(Br)cc4)on3)n2)cc1	4	-1.3	0	0.0	-10	0	-11	0	2
O=C(NCc1ccccc1)c1c(O)c2ccccc2[nH]c1=O	·	-0.4	1	-0.1	·	·	7	·	·
NC(=O)C1CCN(C(=O)c2ccc3c(=O)n(Cc4cccc(Br)c4)c(=S)[nH]c3c2)CC1	9	-0.9	69*	-0.3	-10	-15	-2	4	1
COc1ccc(C)cc1S(=O)(=O)N(C)CC(=O)N1CCCCCC1	11	0.2	4	0.0	8	2	34	-1	3
CC(C)CNS(=O)(=O)c1ccc(CCC(=O)Nc2ccc3c(c2)OCO3)cc1	2	1.3	0	0.0	5	10	2	0	1
CN(Cc1cnccn1)Cc1c(C(=O)N2CCc3ccccc3C2)nc2ccc(Cl)cn12	3	-3.3	0	-0.1	2	1	-3	1	0
COc1ccc(C(=O)N(CN2CCCC2=O)c2ccc(C)cc2)cc1	5	1.1	0	0.0	8	6	13	-6	1

Not all compounds are listed; the hit share may differ from the screen's.
